Bioassay records from PubChem.
RAD52 inh: blocks human RAD52 DNA annealing. inhibition, % at 18.7 µM. recombinant RAD52 DNA annealing, FRET fluorescence. 0.46% of 360,000 active;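 active = every replicate showing at least 50% inhibition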
Target sequence (P43351 whole entry, looked up): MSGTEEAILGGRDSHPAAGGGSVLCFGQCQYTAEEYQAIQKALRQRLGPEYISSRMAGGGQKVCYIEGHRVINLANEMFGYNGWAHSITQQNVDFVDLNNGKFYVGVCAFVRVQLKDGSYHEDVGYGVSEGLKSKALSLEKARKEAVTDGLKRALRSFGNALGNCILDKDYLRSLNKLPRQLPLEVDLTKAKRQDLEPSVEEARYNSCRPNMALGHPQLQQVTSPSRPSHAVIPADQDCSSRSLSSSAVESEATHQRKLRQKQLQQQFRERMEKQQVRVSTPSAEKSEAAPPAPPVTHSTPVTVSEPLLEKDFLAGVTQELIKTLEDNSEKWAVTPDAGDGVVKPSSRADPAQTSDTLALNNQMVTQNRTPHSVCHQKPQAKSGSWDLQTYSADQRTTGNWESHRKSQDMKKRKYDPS
ERp5 block: ERp5 (human) disulfide isomerase inhibition; inhibition, % at 9.99 µM; ERp5 insulin aggregation, absorbance 650 nm, 90 min; Q15084; 0.05% of 350,000 active;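 active = mean replicate inhibition above about 25%, with every replicate also reaching it, limit read from the data, passing the limit was not always enough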
Target sequence (Q15084 whole entry, looked up): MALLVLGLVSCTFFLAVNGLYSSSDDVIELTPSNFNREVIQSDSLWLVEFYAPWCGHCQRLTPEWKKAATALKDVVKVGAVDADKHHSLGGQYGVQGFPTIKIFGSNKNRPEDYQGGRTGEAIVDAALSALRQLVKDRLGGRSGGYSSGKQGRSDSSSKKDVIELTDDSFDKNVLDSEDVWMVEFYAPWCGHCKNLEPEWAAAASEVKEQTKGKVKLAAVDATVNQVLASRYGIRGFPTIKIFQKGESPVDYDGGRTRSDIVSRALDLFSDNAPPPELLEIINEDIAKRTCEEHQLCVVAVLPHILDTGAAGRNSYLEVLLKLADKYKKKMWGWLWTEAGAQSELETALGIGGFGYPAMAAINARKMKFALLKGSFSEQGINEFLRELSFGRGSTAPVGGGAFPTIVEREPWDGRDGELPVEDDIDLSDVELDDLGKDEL
ERAP1 HTS inh: blocks human ERAP1 aminopeptidase activity; Q9NZ08; AID 652197; recombinant ERAP1, Leu-AMC fluorescence, 60 min; 0.15% of 340,000 active; inhibition, % at 10.7 µM;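 active = mean replicate inhibition of at least 30%, or all replicates individually reaching that 30% level; inactive = mean below 30% and not every replicate reaching it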;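 note: 0% = neutral control wells and 100% = L-leucinethiol positive control wells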
XiGFP reactiv: reactivates the inactive X chromosome in mouse fibroblasts | 0.055% of 360,000 active | XiGFP mouse fibroblasts, % GFP-positive cells imaging, 3 d; cells co-treated with 5-aza-dC sensitizer; scaled so ellipticine positive control = 100% | activation, % at 7.58 µM;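 active = mean normalized replicate activation at least 10% and every replicate at or above 10%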;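 note: 0% = median of on-plate neutral control wells and 100% = ellipticine 6 µM median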
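Assay system – SV40-immortalized XiGFP fibroblast cells, line 68-5-11 · Buffer or medium – DMEM supplemented with 5-aza-dC as sensitizing agent · Dosing – one concentration, pinned · Benchmarks – positive control ellipticine, 6 µM final · Times – 3 days compound exposure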
S100A4 MyoIIA: blocks human S100A4 binding to myosin IIA peptide; S100A4/TAMRA-MyoIIA peptide fluorescence polarization; inhibition, % at 10.7 µM; 0.14% of 360,000 active; AID 652163;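 active = mean inhibition of at least 70% across replicates, with every replicate also reaching that level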
Target sequence (P26447 whole entry, looked up): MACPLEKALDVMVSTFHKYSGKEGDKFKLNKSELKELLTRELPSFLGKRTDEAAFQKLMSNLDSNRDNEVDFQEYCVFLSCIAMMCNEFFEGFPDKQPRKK
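Test system: S100A4 monomer protein. Medium: HEPES buffer with Ca2+, pH 7.2. Reagent: fluorescent myosin IIA peptide, 5 nM. Compound dosing: single-point compound testing. Timing: 5 min between mix addition and reading. Benchmarks: DMSO neutral and TFP positive wells.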
RAD54 branch: RAD54 (human) branch migration inhibition. 0.14% of 360,000 active. RAD54 Holliday junction branch migration, FAM/BHQ fluorescence. inhibition, % at 10.4 µM. Q92698;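 active = mean normalized replicate activity at least 40 and at least half of replicates scoring 40 or more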;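 note: 0% = median of neutral control wells and 100% = median of positive control wells; inhibitors cause a drop in the FAM fluorescence signal; in these data hits start at about 50%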
E-sel inducer: E-selectin induction on HUVECs; 0.37% of 260,000 active; P16581; activation, % at 7.58 µM; HUVEC E-selectin immunofluorescence imaging; normalized: neutral wells 0, TNF-alpha wells 100;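 active = mean E-selectin-positive cell signal at least 10% of the positive control, reached in at least 60% of replicates, without over 20% cell loss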;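 note: in these data hits start at about 27%; measured in HUVEC primary endothelial cells; signal is the percent of cells scored E-selectin positive by PE staining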
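Material: HUVEC primary endothelial cells; Amount: 3,000 cells per well; Dosing: single concentration; Medium: EGM-2 growth medium on 0.1% gelatin-coated wells; Read-out basis: percent E-selectin-positive cells; Signal: immunofluorescence imaging; Control set: TNF-alpha, DMSO.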
esBAF inh: SWI/SNF esBAF complex inhibition. 2% of 350,000 active. mouse ES cells, Bmi1-luciferase knock-in reporter, 24 h; 100% = twice the neutral-well signal. reporter increase, % at 12.5 µM; in the data active = activation above about 40%;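 note: 0% = median of the plate's neutral control wells and 100% = double that signal; a rise in the Bmi1 reporter signal indicates esBAF inhibition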
The depositor's hits bear a star; · = no result given; & = joins results of further samples.

1. O=C(Nc1cc(F)ccc1F)N1CC(=O)N2[C@H](C1)[C@H](c1ccc(-c3cccnc3)cc1)[C@@H]2CO
2. CCCNC(=O)N1[C@@H](CO)[C@@H]2c3ccccc3N(C)C[C@@H]21
3. O=C(Nc1ccc(F)cc1)N1CC(=O)N2[C@H](CO)[C@@H](c3ccc(-c4ccccc4)cc3)[C@@H]2C1
4. CC(C)Cn1c(N)c(C(=O)COC(=O)c2cc(C(F)(F)F)nc3c(C(F)(F)F)cccc23)c(=O)n(C)c1=O
5. CC(C)(C)C(=O)OCc1nc(-c2ccc3c(c2)OCCO3)cs1
6. Clc1nc(-c2cccnc2)nc2scc(-c3ccccc3)c12
7. C[C@H]1CN([C@@H](C)CO)C(=O)c2cc(NS(C)(=O)=O)ccc2O[C@H]1CN(C)Cc1ccncc1
8. N#Cc1cc(Nc2c(N)nc[nH]c2=O)c([N+](=O)[O-])cc1C#N

compound no.,1,2,3,4,5,6,7,8
RAD52 inh,-0.1,11.0,16.6,-10.8,-5.2,-33.0,-5.0,-6.9
ERp5 block,0.7,1.7,8.3,-6.3,5.0,1.4,-3.2,2.8
ERAP1 HTS inh,1.2,1.6,2.3,-3.6,-4.1,-0.4,1.8,4.3
XiGFP reactiv,0.1,0.3,0.1,-0.1,0.2,0.0,0.0,0.0
S100A4 MyoIIA,11.4,4.5,-7.9,-4.6,-1.6,-8.6,-12.2,1.8
RAD54 branch,·,3.8,·,·,8.2,·,-3.0,·
E-sel inducer,0.4,0.0,0.2,0.0,·,·,6.5,0.2
esBAF inh,·,-3.0,·,·,38.6,·,-0.6,·

2 compounds drawn at random from those above, as already listed:
5. CC(C)(C)C(=O)OCc1nc(-c2ccc3c(c2)OCCO3)cs1
7. C[C@H]1CN([C@@H](C)CO)C(=O)c2cc(NS(C)(=O)=O)ccc2O[C@H]1CN(C)Cc1ccncc1

compound no.,5,7
RAD52 inh,-5.2,-5.0
ERp5 block,5.0,-3.2
ERAP1 HTS inh,-4.1,1.8
XiGFP reactiv,0.2,0.0
S100A4 MyoIIA,-1.6,-12.2
RAD54 branch,8.2,-3.0
E-sel inducer,·,6.5
esBAF inh,38.6,-0.6

Carrying on:
9. COc1ccc(C(CCN(Cc2ccc(OC)c(OC)c2)C(C)=O)c2ccccc2)cc1 (stereo unspecified)
10. COc1ccccc1CNC(=O)C[C@H]1CC[C@H]2[C@@H](COC[C@@H](O)CN2C(=O)Nc2ccccc2)O1
11. Cc1c(C(=O)NCc2ccccc2C(F)(F)F)sc(=O)n1Cc1ccc(Cl)c(Cl)c1
12. COc1ccc(OC)c(S(=O)(=O)N2CCC(C(=O)N3CCCCCC3)CC2)c1
13. CCCCN(C)C(=O)c1nc2ccccn2c1CN1CCN(C/C=C/c2ccccc2)CC1
14. C[C@H](CO)N1C[C@H](C)[C@@H](CN(C)C(=O)C2CC2)Oc2ncc(-c3cccc(C#N)c3)cc2C1=O
15. COCC(=O)Nc1ccc2c(c1)C(=O)N(C)[C@@H]1CC[C@H](CC(=O)NCc3ccccc3F)O[C@H]1CO2
16. O=C(CN1C(=O)/C(=C/c2ccccc2Cl)SC1=S)NC1C=CS(=O)(=O)C1 (stereo unspecified)

compound no.,9,10,11,12,13,14,15,16
RAD52 inh,8.7,-3.2,-17.3,-20.9,-10.7,14.3,12.2,-16.8
ERp5 block,-6.4,-3.6,6.9,-1.1,2.9,2.6,-0.3,2.2
ERAP1 HTS inh,7.0,-5.8,·,-1.5,-5.9,6.2,-0.8,-2.3
XiGFP reactiv,0.3,0.2,0.1,0.0,0.1,-0.2,0.2,0.0
S100A4 MyoIIA,-1.8,0.4,-4.6,0.1,-1.9,-21.5,9.8,0.0
RAD54 branch,·,4.6,2.2,-2.1,·,2.0,0.9,-3.9
E-sel inducer,·,0.2,·,0.5,0.2,0.1,0.0,·
esBAF inh,·,6.7,17.9,-7.3,·,-9.1,-8.1,-4.1

17. C[C@@H]1CN([C@@H](C)CO)S(=O)(=O)c2ccc(-c3ccc(F)cc3)cc2O[C@@H]1CN(C)C(=O)Nc1ccccc1F
18. COc1cccc(-c2ncc3ccccc3c2COC(=O)N2CCOCC2)c1
19. CCC(Oc1ccccc1)C(=O)O/N=C(\N)c1ccc(OC)c(OC)c1 (stereo unspecified)
20. COc1cc2c(cc1OC)C(C(=O)NCCN(C)C)C(c1cccs1)N(C)C2=O (stereo unspecified)
21. CC(C)(C)c1ccc(C(=O)Nc2nnc(SCC(=O)NCC3CCCO3)s2)cc1 (stereo unspecified)
22. CCCCCOc1ccc(/C=c2\sc3nc(=O)c(-c4ccccc4)nn3c2=O)cc1OC
23. CCOC(=O)N1CCC(NC(=O)c2cc(C(=O)Nc3ccc(OC)c(OC)c3)ccc2CO)CC1
24. COc1ccc(OCC(=O)N/N=C(/C)Cc2ccccc2)cc1

compound no.,17,18,19,20,21,22,23,24
RAD52 inh,-16.1,3.1,7.6,-16.5,-14.6,-36.5,-0.8,-4.6
ERp5 block,0.3,-1.7,-4.4,-8.4,-2.4,5.0,4.2,4.1
ERAP1 HTS inh,-2.8,-1.7,-1.6,2.7,1.1,-0.4,3.7,-3.6
XiGFP reactiv,-0.2,0.3,0.0,0.2,0.2,0.7,·,0.2
S100A4 MyoIIA,-4.6,0.9,4.6,-0.8,-3.3,1.3,-1.1,0.5
RAD54 branch,2.3,-1.3,·,·,-1.1,·,6.8,·
E-sel inducer,0.2,0.2,·,·,-0.3,·,·,·
esBAF inh,2.8,53.2*,·,·,·,·,-8.4,2.9

25. COc1ccc(CCC(=O)OCC(=O)Nc2sccc2C(N)=O)cc1
26. COc1ccc(NC(=O)N(C)C[C@H]2Oc3ccc(NC(=O)NC(C)C)cc3CC(=O)N([C@@H](C)CO)C[C@H]2C)cc1
27. CC1CC(C)(C)NC(=S)N1CCCC(=O)Nc1ccc(F)c(F)c1 (stereo unspecified)
28. Cc1ccc(C(=O)NCC(=O)Nc2ccc(S(=O)(=O)Nc3cc(C)nc(C)n3)cc2)cc1
29. Cn1nccc1NC(=O)Nc1cccc([N+](=O)[O-])c1
30. COc1ccc2c3c(n(C)c2c1)[C@@H](CO)N(C(C)=O)CC31CN(C(=O)C2CCOCC2)C1
31. O=C(CN1CCOCC1)N1c2ccccc2Sc2ccccc21
32. COc1ccc(Cn2nnc3c(C)n[nH]c(=O)c32)cc1

compound no.,25,26,27,28,29,30,31,32
RAD52 inh,-21.3,11.1,-6.6,-9.1,-9.1,2.5,-3.7,-7.7
ERp5 block,1.8,7.1,3.3,5.5,-1.8,-4.8,2.6,3.1
ERAP1 HTS inh,0.4,0.3,-0.2,0.8,3.2,-3.0,-2.1,2.3
XiGFP reactiv,0.1,-1.1,0.0,0.1,-0.1,0.3,0.1,0.0
S100A4 MyoIIA,-3.8,12.6,-3.8,0.3,1.8,-10.8,-2.6,-2.6
RAD54 branch,-3.5,3.1,·,4.2,·,·,6.4,4.3
E-sel inducer,5.1,0.0,7.1,·,-0.1,-0.5,-0.2,·
esBAF inh,-4.2,-3.8,·,-12.6,·,·,-2.0,0.5

33. Nc1ccc2nc(CCc3ccccc3)[nH]c2c1
34. O=S(=O)(Nc1cccc(-n2cnnn2)c1)c1ccc(Cl)cc1
35. O=C(O)c1ccccc1/C=N/NC(=S)NCc1ccccc1
36. O=C(C1CCCCC1)N1CC(=O)N2[C@@H](CO)[C@@H](c3ccc(C#CCc4ccccc4)cc3)[C@@H]2C1
37. OC(COCC1COc2ccccc2O1)CN1CCN(c2ccccn2)CC1 (stereo unspecified)
38. C[C@H]1CN([C@@H](C)CO)C(=O)c2cc(C#CC3(O)CCCC3)cnc2O[C@H]1CN(C)Cc1ccccn1
39. C[C@@H]1CCCCO[C@@H](CN(C)C(=O)CCCN(C)C)[C@@H](C)CN([C@H](C)CO)C(=O)c2cc(NS(=O)(=O)c3ccc(F)cc3)ccc2O1
40. CCc1ccc(N(CC(=O)NCc2ccc(F)cc2)C(=O)c2csnn2)cc1

compound no.,33,34,35,36,37,38,39,40
RAD52 inh,-13.2,-7.2,-6.4,-16.5,-6.2,-16.9,-4.9,-6.2
ERp5 block,-1.9,1.1,-13.7,-2.0,-0.8,-1.0,-6.2,-1.8
ERAP1 HTS inh,-2.4,0.7,·,0.3,-0.6,-3.0,0.4,1.8
XiGFP reactiv,0.1,0.1,·,0.6,0.6,-2.0,0.0,0.1
S100A4 MyoIIA,-19.8,-5.2,5.0,-4.1,6.8,4.1,-3.7,-0.9
RAD54 branch,·,·,-3.6,·,-5.7&-3.0,-12.5,-0.3,1.4
E-sel inducer,·,0.3,0.4,0.2,0.0,0.3,0.8,-0.9
esBAF inh,·,·,-9.4,·,-4.0&2.3,4.3,2.9,1.3

Compound profiles (already shown). Screens in order: RAD52 inh, ERp5 block, ERAP1 HTS inh, XiGFP reactiv, S100A4 MyoIIA, RAD54 branch, E-sel inducer, esBAF inh
`CCc1ccc(N(CC(=O)NCc2ccc(F)cc2)C(=O)c2csnn2)cc1` as listed: -6.2, -1.8, 1.8, 0.1, -0.9, 1.4, -0.9, 1.3
`O=C(C1CCCCC1)N1CC(=O)N2[C@@H](CO)[C@@H](c3ccc(C#CCc4ccccc4)cc3)[C@@H]2C1` as listed: -16.5, -2.0, 0.3, 0.6, -4.1, ·, 0.2, ·
`Nc1ccc2nc(CCc3ccccc3)[nH]c2c1` as listed: -13.2, -1.9, -2.4, 0.1, -19.8, ·, ·, ·
`O=S(=O)(Nc1cccc(-n2cnnn2)c1)c1ccc(Cl)cc1` as listed: -7.2, 1.1, 0.7, 0.1, -5.2, ·, 0.3, ·
`C[C@@H]1CCCCO[C@@H](CN(C)C(=O)CCCN(C)C)[C@@H](C)CN([C@H](C)CO)C(=O)c2cc(NS(=O)(=O)c3ccc(F)cc3)ccc2O1` as listed: -4.9, -6.2, 0.4, 0.0, -3.7, -0.3, 0.8, 2.9

Next part
41. CCC(C)NC(=O)c1ccccc1NC(=O)CN(c1cc(C)ccc1OC)S(C)(=O)=O (stereo unspecified)
42. CCC(=O)Nc1ccc2c(c1)C(=O)N(C)C[C@H](OC)[C@@H](C)CN(Cc1ccccc1F)[C@H](C)CO2
43. CSc1c(CC(=O)Nc2ccccc2)n(Cc2ccccc2)c2ccccc12
44. COc1ccc(NC(=O)NNC(=O)c2ccc3ccccc3c2O)c(OC)c1
45. CN(C)C(=O)c1cccc(-c2ccccc2[C@@H]2[C@H](C#N)N(C(=O)C3CCC3)[C@H]2CO)c1
46. CCN(CC(=O)NCc1cccs1)C(=O)c1ccc(-c2cccc(C(F)(F)F)c2)o1
47. O=C(CCc1c[nH]c2ccccc12)NN1C(=O)NC2(CCCCC2)C1=O
48. Cc1cc(C)cc(C(=O)N2CCN=C2c2ccccc2)c1
49. CCOc1ccccc1/C=C/c1cc(C(=O)O)c2ccccc2n1
50. O=C(NCC1CCCO1)c1ccc2c(c1)S(=O)(=O)c1ccccc1C2=O (stereo unspecified)

compound no.,41,42,43,44,45,46,47,48,49,50
RAD52 inh,-3.3,-16.7,8.3,-8.9,-11.7,2.0,-3.7,-13.5,-17.2,-6.8
ERp5 block,3.0,-1.3,4.9,0.0,-3.7,-1.4,21.3,2.2,2.3,1.1
ERAP1 HTS inh,2.3,1.4,-5.7,-1.9,-0.5,4.3,3.5,-8.2,·,-1.8
XiGFP reactiv,-0.1,0.2,-0.1,0.1,0.1,0.4,0.0,-0.2,·,-0.1
S100A4 MyoIIA,-2.9,-9.8,0.1,-0.7,-0.1,-0.1,-4.3,-9.3,-7.9,-5.1
RAD54 branch,·,-5.3,·,-14.0,·,-8.1,3.5,·,·,-0.1
E-sel inducer,3.8,-0.3,·,1.4,0.0,-2.1,·,·,-0.3,0.0
esBAF inh,·,0.3,·,-0.6,·,-5.6,-2.8,·,·,-8.4
